Compound activity deposited in PubChem BioAssay by Broad Institute.
esBAF inh = Bmi1 luciferase reporter increase in mESCs, primary screen, esBAF inhibitor project, mouse ES cells, Bmi1 luciferase knock-in, single point; 24 h; 100% = twice the neutral-well signal; AID 602393, 2012; reporter increase, % at 12.5 µM; hit rate 2% among 350,000; in the data active = activation above about 40%;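 note: 0% = median of the plate's neutral control wells and 100% = double that signal; a rise in the Bmi1 reporter signal indicates esBAF inhibition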
Statin myotox sup = suppressors of statin myotoxicity in C2C12 myotubes, primary screen, cell-based, single point, plate reader; C2C12 myotubes + simvastatin, ATP luminescence, 48 h; scaled: DMSO 0, geranylgeraniol control 100; rescue of ATP level, % at 7.49 µM; hit rate 0.78% among 330,000; AID 602340, 2012;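 active = mean ATP rescue above about 67%, or every replicate alone reaching that limit, limit read from the data, passing the limit was not always enough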;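 note: myotubes were challenged with 10 µM simvastatin during compound exposure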
FN deposition inh = inhibitors of fibronectin matrix deposition, primary screen, AH1F cells, Alexa488-fibronectin fluorescence, plate reader; AH1F fibroblasts, overnight; inhibition, % at 12.6 µM; hit rate 0.086% among 350,000;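 active = mean inhibition across replicates of 30% or more, regardless of how many single replicates reach that level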;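 note: positive control wells lacked labelled fibronectin entirely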
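Material: AH1F fibroblast monolayer depositing Alexa488-labelled fibronectin into matrix / Amount: 10000 AH1F cells per well / Signal: fluorescence 485/525 nm / Medium: DMEM, 2% serum / Compound: single dose, pinned / Incubation: 1 h cell adhesion before compound, then overnight fibronectin incubation / Reagent: Alexa488-FN, 24 nM final / Read-out: inhibition of fibronectin deposition signal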
* = called active by the depositor; / = not tested or not shown; & = joins results of further samples. The list is partial; count on the stated rates, not on these rows.

SMILES	esBAF inh	FN deposition inh	Statin myotox sup
CC(C)[C@@H](C)NC(=O)N(C)C[C@H]1OCc2ccccc2-c2ccccc2C(=O)N([C@H](C)CO)C[C@H]1C	/	5	/
COC(=O)c1ccc2nc(C)c(C)nc2c1	/	-18	/
CC(C)[C@@H]1COCc2cn(nn2)CCCCC(=O)N1	/	1	/
NC(=O)CN1C(=O)C2C3C=CC(C3)C2C1=O (centres undefined)	/	-4	/
O=C(Oc1ccc2c(c1)CCC2)N1CCOCC1	/	-3	/
CC(C)NC(=O)Nc1ccc2c(c1)C(=O)N(C)C[C@@H](C)[C@@H](CN(C)S(C)(=O)=O)O2	/	0	/
CC(=O)N(C)C[C@H]1Oc2c(NC(=O)NC(C)C)cccc2C(=O)N(C)C[C@@H]1C	/	-5	/
CNC(=O)CN(c1cccc(Br)c1)S(C)(=O)=O	/	2	/
CS(=O)(=O)N1C[C@@H]2C(c3ccc(Br)cc3)[C@H](C1)N2Cc1ccc(F)cc1 (some centres undefined)	/	-4&-3	/
Cc1ccc(CNC(=O)COc2ccc(S(=O)(=O)NC(C)C)cc2)cc1	/	-4	/
C=CCNc1nc(NCc2ccccc2)c(C#N)c2c1CN(C)CC2	/	13	/
CC(=O)N(C)C[C@@H]1Oc2ccc(NS(C)(=O)=O)cc2CC(=O)N(C)C[C@@H]1C	/	6	/
CC(C)NC(=O)Nc1ccc2c(c1)CC(=O)N(C)C[C@@H](C)[C@@H](CN(C)C)O2	/	2	/
NC(=O)CC(NC(=S)NCc1ccccc1)C(=O)O (centres undefined)	/	5	/
CN1CN(C)c2cccc3cccc1c23	/	-10	/
C[C@@H]1CN(C)C(=O)Cc2cc([N+](=O)[O-])ccc2O[C@H]1CN(C)C(=O)OC(C)(C)C	/	-22	/
Cc1nnc(NC(=O)c2ccc(-c3cccc(C(F)(F)F)c3)o2)s1	/	6	/
Cc1nn2c(N3CCOCC3)c3c(nc2c1-c1ccccc1)CCCC3	/	14	/
Cc1cc(NC(=O)CCC(=O)N(Cc2ccco2)C2(C(=O)NC3CCCCC3)CCN(C)CC2)no1	/	-8	/
CCC(=O)N1c2ccccc2[C@@H](N(C(C)=O)c2ccccc2)C[C@H]1C	/	14	/
COc1ccc([C@@H]2CC=CC[C@H](C)Oc3ccccc3C(=O)N(C)[C@@H](C)C(=O)N2)c(OC)c1 (mixture of isomers)	/	-3	/
CC(C)(C)c1ccc(OCC(=O)NCc2ccco2)c(Br)c1	/	-5	/
C[C@@H]1CN([C@H](C)CO)C(=O)c2cc(NC(=O)Nc3cccc4ccccc34)ccc2O[C@@H](C)CCCCO[C@@H]1CN(C)S(=O)(=O)c1ccccc1	/	-9	/
O=C(c1csc2c1CCCC2)N1CCN(c2cccc(C(F)(F)F)c2)CC1	/	9	/
COc1ccc([C@@H]2CC=CC[C@@H](C)Oc3ccccc3C(=O)N(C)[C@@H](C)C(=O)N2)c(OC)c1 (mixture of isomers)	/	-1	/
CNC[C@H]1Oc2c(NC(=O)NC(C)C)cccc2C(=O)N(C)C[C@@H]1C	/	-8	/
CCCOC(=O)CCCC[C@H]1SC[C@@H](NC(=O)OC)[C@H]1NC(=O)OC	/	13	/
Cc1ccc(CNC(=O)c2csc3c2CCCCC3)cc1	/	-2	/
COCc1[nH][nH]c(=O)c1C=Nc1ccccc1	/	-1	/
O=C(Nc1ccc(F)cc1)N1CCOCC1	/	2	/
CCCc1nc2sc3ccccc3c(=O)c2c(=O)n1Cc1ccco1	/	6	/
C[C@@H]1CC=CC[C@H](c2cccc(Cl)c2)NC(=O)[C@@H](Cc2ccccc2)N(C)C(=O)c2ccccc2O1 (mixture of isomers)	/	-13	/
CCC(Cc1ccccc1)NC(=O)CSc1ccsc1[N+](=O)[O-] (centres undefined)	/	-4	/
COc1ccc(-c2[nH]ncc2/C=C(\C#N)C(=O)NC2CC2)cc1	/	-16	/
COc1ccc(C[C@H]2CCn3nncc3COC[C@@H](c3ccccc3)NC2=O)cc1	/	5	/
CC(=O)N(C)C[C@H]1Oc2ccc(N(S(C)(=O)=O)S(C)(=O)=O)cc2C(=O)N(C)C[C@@H]1C	/	-15	/
COc1ccc([C@H]2CC=CC[C@@H](C)Oc3ccccc3C(=O)N(C)[C@H](Cc3ccccc3)C(=O)N2)c(OC)c1 (mixture of isomers)	/	7	/
Cc1occc1-c1nnc(SCC(=O)N2CCOCC2)n1CC(C)C	/	1	/
CC(C)NC(=O)Nc1ccc2c(c1)CC(=O)N(C)C[C@H](C)[C@H](CN(C)C)O2	/	-1	/
c1ccc2oc(Cc3ccc(Cc4nc5ccccc5o4)cc3)nc2c1	/	-1	/
C[C@H]1CN(C)C(=O)Cc2cc(N)ccc2O[C@H]1CN(C)C(=O)OC(C)(C)C	/	-1	/
N#Cc1c(N)sc(=S)c2c1CCCCC2	/	1	/
CCC1CCC2(CC1)NNC(=S)NN2	/	2	/
COc1ccc(NC(=O)CC#N)cc1OC	/	3	/
C[C@H](CO)N1C[C@H](C)[C@@H](CN(C)S(=O)(=O)Cc2ccccc2)OCc2ccccc2-c2c(n(C)c3ccccc23)C1=O	/	-3	/
COc1ccc([C@H]2C/C=C\C[C@@H](c3ccc4c(c3)OCO4)NC(=O)CCC(=O)N2)c(OC)c1	/	-1	/
COc1ccc2c3c([nH]c2c1)[C@H](CO)N(C(=O)c1ccc(F)cc1)CC31CCN(Cc2cccnc2)CC1	/	-2	/
COc1ccc(OC)c(-n2c(=S)[nH]c3cc(C(=O)NCCCN4CCCC4=O)ccc3c2=O)c1	/	-21	/
CC(C)NC(=O)N1C[C@@H]2C(c3ccc(Br)cc3)[C@H](C1)N2CC(F)(F)F (some centres undefined)	/	5&-9	/
CCCCn1c(SCc2ncc(-c3ccccc3)o2)nc2cc(S(N)(=O)=O)ccc21	/	-1	/

Remaining list, next part:
SMILES	esBAF inh	FN deposition inh	Statin myotox sup
Cc1ccccc1C(=O)NC(NCc1ccco1)C(Cl)(Cl)Cl (centres undefined)	/	-22	/
COCc1cc(=O)[nH]c(/N=C(\N)Nc2cccc(C)c2)n1	/	6	/
CCCCn1nnnc1SCC(=O)N1CCCC1	/	3	/
COc1ccc(CCNC(=S)NC(=O)c2ccccc2)cc1OC	/	2	/
CN(CCC#N)C(=O)CSc1ncnc2sc(-c3ccccc3)cc12	/	-7	/
C[C@H]1CN(C)C(=O)c2cc(N)ccc2O[C@@H]1CN(C)C(=O)OC(C)(C)C	/	10	/
COc1ccc(C(=O)NCc2ccccc2OC)c(OC)c1	/	-2	/
COCCNC(=O)c1ccc2c(=O)n(CCOC)c(=O)[nH]c2c1	/	-8	/
O=C(Cn1c(=O)sc2ccccc21)Nc1ccc(S(=O)(=O)N2CCCCC2)cc1	/	0	/
Cc1cccc(C)c1N(CC(=O)N1CCN(C)CC1)S(C)(=O)=O	/	3	/
CCC(C)(C(=O)NC1CCCCC1)N(C(=O)c1ccccn1)c1ccccc1 (centres undefined)	/	-5	/
Cc1cccc(C(=O)OCC(=O)Nc2ccc(N3CCCCC3)cc2)c1O	/	-5	/
C[C@H](CO)N1C[C@H](C)[C@@H](CN(C)S(=O)(=O)c2ccc(F)cc2)OCc2ccccc2-c2ccccc2C1=O	/	-6	/
O=C(CC1SCCNC1=O)Nc1cccc(Cl)c1 (centres undefined)	/	-1	/
CC(C)[C@H]1CC=CC[C@H](C)Oc2ccccc2C(=O)N(C)[C@@H](C)C(=O)N1 (mixture of isomers)	/	-15	/
O=S(=O)(NCc1cc(-c2ccc(Cl)cc2)no1)c1ccc(Cl)cc1	/	12	/
C=C(C)c1cccc(C(C)(C)NC(=O)N2CCN(CC)CC2)c1	/	11	/
O=C(c1ccco1)[C@@H]1[C@@H]2C(=O)N(c3ccccc3)C(=O)[C@@H]2C2c3ccccc3C=CN21 (some centres undefined)	/	-13	/
Cc1cc(C)cc(C(=O)N2CC(C)OC(C)C2)c1 (centres undefined)	/	1	/
C[C@@H]1CC(=O)N[C@H](c2ccccc2)C/C=C\C[C@H](c2ccccc2)NC1=O	/	-10	/
Cc1ccc(/C(N)=N/OC(=O)CCC2CCCCC2)cc1	/	-1	/
O=C(Nc1ccccn1)c1ccc2ccccc2n1	/	13	/
CCn1c(SCC(=O)N2CCN(c3ccccc3)CC2)nnc1-c1cc2cc(Cl)ccc2o1	-5	/	0
O=C(Cc1c(O)c2ccccc2[nH]c1=O)NC1CCCCCC1	3	/	3
O=C(CN1CCCCC1)Nc1cccc(Br)c1	7	/	13
CCOc1ccc(OCC)c(NC(=O)CN(c2ccc(C)cc2)S(=O)(=O)c2c(C)noc2C)c1	5	/	4
Cn1c(=O)c2c(nc(NCc3ccco3)n2C/C=C/c2ccccc2)n(C)c1=O	-16	/	-98
Cc1cc2c(c(=O)n1C)C(C(C)C)C(C#N)=C(N)O2 (centres undefined)	-4	/	1
O=C(/C=C/c1ccco1)Nc1ccc(Oc2ccccc2)cc1	78*	/	-25
Cc1cc(C)cc(N2CCN(C(=O)N3CCOCC3)CC2)c1	-7	/	4
O=C1NCCN1Cc1ccccc1F	-8	/	44
CCCCNc1nc(-c2ccccc2)c(C(=O)OCC)cc1C#N	-1	/	-25
COc1cccc(CNc2nn[nH]n2)c1OC	5	/	11
O=C(NC(NCCCN1CCOCC1)(C(F)(F)F)C(F)(F)F)C1CCCCC1	-3	/	9
COC(=O)[C@H](C)NC(=O)Nc1ccc(OC)c(OC)c1	-5	/	-3
COc1ccc(-n2c(SCC(=O)OC(C)C)nnc2-c2ccccn2)cc1	3	/	4
COC(=O)CSc1nc(N)c(C#N)c(-c2ccco2)c1C#N	3	/	20
CCc1c(C(=O)N2CCOCC2)csc1C	23	/	10
COc1ccc(OCCCC(=O)NCC(C)C)cc1	-2	/	7
CSc1ccccc1NC(=O)c1c(C)noc1C	7	/	23
Cc1nn(-c2ccccc2)c2nc(-c3ccco3)cc(C(=O)O)c12	-16	/	3
CN1CCN(C(=S)Nc2ccc(Cl)cc2Cl)CC1	15	/	-3
COc1ccccc1-n1nnnc1SCC(=O)Nc1cc(C)on1	1	/	6
O=C(Nc1ncnc2c1ncn2C1OC(COC(=O)c2ccccc2)C(F)C1O)c1ccccc1 (centres undefined)	4	/	-7
NC(=O)c1cc2nc(-c3ccco3)cc(C(F)(F)F)n2n1	0	/	12
CCCCC(=O)Nc1cccc2c1C(=O)N(c1ccccc1)C2=O	2	/	-3
